TRHR enhancer: TRH receptor (human) allosteric enhancement. P34981. TRHR cells, fluo-8 calcium fluorescence, EC20 TRH enhancement. enhancement, % at 2 µM. hit rate 0.66% among 360,000. AID 493056; in the data active = enhancement above about 30%; note: 0% is about no effect
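TRHR-expressing cells loaded with fluo-8 calcium dye were read kinetically (ex 480/em 530) during compound addition, then stimulated with an EC20 of TRH (10 nM final). Enhancement of the Gq-mediated intracellular calcium response was scored.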
mIDH1 inhibitor: inhibitors of human mutant IDH1 R132H | O75874 | IDH1-R132H enzyme, NADPH consumption, diaphorase/resazurin fluorescence | Potency, µM (highest dose often 76.6 µM), for the others: at the top dose activity change, negative = inhibition, most hits filed as inhibitors | hit rate 0.093% among 390,000 | AID 602179; note: potency is the fitted concentration of half-maximal effect; % is set by controls: 0 for no effect and ±100 for the full control effect; nearly all actives have a fitted effect of over 65% in size
Target sequence (O75874 whole entry R132H, stated change not applied): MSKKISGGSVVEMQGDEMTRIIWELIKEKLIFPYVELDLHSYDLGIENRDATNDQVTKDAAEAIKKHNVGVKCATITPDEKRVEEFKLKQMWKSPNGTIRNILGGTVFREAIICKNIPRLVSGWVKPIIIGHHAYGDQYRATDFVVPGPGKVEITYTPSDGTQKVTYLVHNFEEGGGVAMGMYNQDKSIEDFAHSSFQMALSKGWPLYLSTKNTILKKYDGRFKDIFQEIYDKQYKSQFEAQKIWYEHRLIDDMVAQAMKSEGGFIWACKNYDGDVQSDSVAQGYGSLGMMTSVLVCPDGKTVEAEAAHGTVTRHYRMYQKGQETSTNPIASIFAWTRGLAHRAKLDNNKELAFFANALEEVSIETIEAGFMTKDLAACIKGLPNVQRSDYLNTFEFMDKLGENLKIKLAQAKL
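IDH1-R132H (0.5 ug/mL dispensed) in pH 7.5 Tris buffer was preincubated 30 min with compound, then given a substrate mix of 0.016 mM NADPH and 2 mM alpha-KG for 80 min at room temperature; remaining NADPH was read by diaphorase/resazurin fluorescence.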
USP1-UAF1 inh: USP1/UAF1 (human) deubiquitinase inhibition; hit rate 0.23% among 390,000; Potency, µM (doses to about 57.1 µM), for inactives: top-dose activity change, negative = inhibition, hits mostly inhibitors; recombinant USP1/UAF1, Ub-Rhodamine cleavage fluorescence; O94782; note: potency is the fitted concentration of half-maximal effect; % is set by controls: 0 for no effect and ±100 for the full control effect; nearly all actives have a fitted effect of over 60% in size; inactives centre near -12
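USP1/UAF1 complex (1 nM) preincubated 15 min at room temperature with compound, then Ub-Rho substrate (150 nM final) added. Kinetic fluorescence at 480/540 nm over 6 reads at 60 s intervals; 50 mM HEPES pH 7.8, 0.5 mM EDTA, 0.1 mg/ml BSA, 1 mM TCEP, 0.01% Tween-20.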
rTrxR1 inhibitor: blocks rat thioredoxin reductase 1; O89049; recombinant rTrxR1, NADPH fluorescence consumption, selenite substrate; Potency, µM (top dose mostly 114 µM), inactives show at the highest dose activity change, negative = inhibition, actives largely listed as inhibitors; hit rate 1% among 390,000; AID 588453; note: potency is the fitted concentration of half-maximal effect; % is set by controls: 0 for no effect and ±100 for the full control effect; nearly all actives have a fitted effect of over 65% in size
Target sequence (O89049 whole entry, looked up): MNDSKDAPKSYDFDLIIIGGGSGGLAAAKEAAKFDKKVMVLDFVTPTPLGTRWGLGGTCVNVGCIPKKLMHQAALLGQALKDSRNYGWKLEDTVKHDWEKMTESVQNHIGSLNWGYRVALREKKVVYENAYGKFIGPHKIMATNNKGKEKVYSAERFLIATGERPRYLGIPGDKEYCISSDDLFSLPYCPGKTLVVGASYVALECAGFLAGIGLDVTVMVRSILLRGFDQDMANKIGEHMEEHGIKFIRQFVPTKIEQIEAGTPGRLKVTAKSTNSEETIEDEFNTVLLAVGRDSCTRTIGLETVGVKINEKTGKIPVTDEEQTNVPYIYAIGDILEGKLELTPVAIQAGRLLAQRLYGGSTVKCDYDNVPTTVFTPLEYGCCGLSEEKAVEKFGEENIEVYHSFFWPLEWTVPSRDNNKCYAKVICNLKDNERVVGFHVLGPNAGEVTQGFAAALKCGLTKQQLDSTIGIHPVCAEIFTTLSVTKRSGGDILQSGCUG
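Rat TrxR1 (90 nM in the dispensed reagent) was pre-reduced with 400 uM NADPH for 5 min at room temperature, then incubated with compound for 15 min. After 400 uM selenite was added, NADPH fluorescence (Ex 340/Em 450 nm) was followed for 8 min.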
TrxR1 substrate: is turned over as a substrate by rat TrxR1. O89049. purified TrxR1 substrate turnover, NADPH consumption readout. Potency, µM (series often up to 114 µM), for inactives: top-dose activity change, negative = substrate turnover. hit rate 0.01% among 390,000. AID 588456; note: potency is the fitted concentration of half-maximal effect; % is set by controls: 0 for no effect and ±100 for the full control effect; nearly all actives have a fitted effect of over 50% in size
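Rat TrxR1, dispensed at 90 nM, was prereduced with 400 uM NADPH (final) for 5 min at ~22 deg C, then incubated with compound 15 min before 400 uM selenite. A first-read NADPH fluorescence drop versus no-compound background flagged substrates.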
D2 antagonist: antagonizes the human D2 dopamine receptor | AID 485344 | inhibition, % at 10 µM | HEK293 TREx D2 cells, calcium flux, dopamine EC80 | hit rate 2% among 340,000; in the data active = inhibition above about 30%; note: 0% is about no effect
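Dopamine at EC80 is the agonist stimulus; test compounds precede it by 180 s. Calcium flux read kinetically in a force-coupled, inducible HEK293 T-REx D2 cell line.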
D2 ag: agonists of human D2 dopamine receptor. HEK293 T-REx D2 cells, calcium flux agonist mode. AID 485358. hit rate 0.53% among 340,000. P14416. activation, % at 2 µM;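 active = activation over 3 SD above normal in the single-dose calcium agonist read, cut at about 30% in these data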; note: 0% is about no effect
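Calcium-flux readout, 1 cycle/sec over 180 s following compound pin transfer, in inducible HEK293 Trex D2 cells (force-coupled); dopamine controls included. Positive calcium responses during this window marked compounds as potential agonists.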
TRHR agonist: agonists of human TRH receptor; hit rate 0.18% among 360,000; TRHR cells, calcium flux fluo-8, FDSS agonist mode; activation, % at 2 µM; AID 493084; in the data active = activation above about 30%; note: 0% is about no effect
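Agonist-mode FDSS calcium read (Ex 480/Em 530, 1 s cycles) in 1536-well TRHR cells with fluo-8 dye, after 10-cycle baseline and 23 nL compound addition; TRH at EC20 (10 nM final) added afterwards for the enhancer phase.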
PI4K2A inh: PI4K2A (human) kinase inhibition; Q9BTU6; purified PI4K2A, ADP-Glo luminescence, 1 h; hits give low values; activity change, negative = inhibition, % at 76.9 µM; hit rate 0.13% among 420,000; AID 1346378; in the data active = activity change below about -50%; inconclusive = mostly about -30% to -49%;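 note: -100% = wells without enzyme as full effect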
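ADP-Glo luminescence measured ADP generated by PI4K2A enzyme (4 ug/mL before mixing) with 1.2 mM PI substrate (pre-mix) and 300 microM ATP (pre-mix). Tris pH7.5 buffer with MgCl2, Triton X-100; 1 h reaction at ambient temperature.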
Starred values were filed as active, the others as inactive; ? = inconclusive; . = no result given; & = joins results of further samples; [ ] = dose if it differs, or a comment. Unless noted, calls come from the whole dose curve; as a rule, active = well fitted inhibition curve with a large enough effect; inconclusive = small, poorly fitted or top-dose-only effect; inactive = no such curve, though single readings can be large or run the other way.

Below each compound: TRHR enhancer	mIDH1 inhibitor	USP1-UAF1 inh	rTrxR1 inhibitor	TrxR1 substrate	D2 antagonist	D2 ag	TRHR agonist	PI4K2A inh
> O=C(Nc1ccc(OC(F)F)c(Cl)c1)Nc1ccc2c(c1)OCO2
 : -3.6	5.9%	-14.5%	17.3%	6.6%	7.0	-0.8	2.0	-0.6
> COc1ccc(-c2ccc(CO)o2)cc1N
 : 2.5	1.5%	-12.3%	21.3%[57.1 µM]	46.2%	-10.4	1.0	0.6	-0.4
> O=S(=O)(c1ccc(F)cc1)N1CCN(CC(O)COCc2ccccc2)CC1 (configuration not stated)
 : .	4.4%	2.5%	13.6%	-1.0%	.	.	.	3.0
> CNC(=S)Nc1ccc(Br)cc1
 : -3.3	1.4%	-16.0%	?	-6.3%	-2.2	-0.6	-0.2	-1.8
> O=C(Nc1cnn(C23CC4CC(CC(C4)C2)C3)c1)c1cnn2c(C(F)(F)F)cc(-c3ccco3)nc12
 : 0.2	-0.4%	-7.0%	20.2%	1.5%	-6.8	0.1	0.2	1.9
> CC(=O)Nc1nc(-c2ccc(Cl)cc2)nc(C)c1C(C)=O
 : -4.0	8.9%	-23.8%	-18.1%	-7.0%	-1.8	0.9	0.6	-17.3
> CCCCNC(=O)C1CCCN(S(=O)(=O)c2ccc(S(=O)(=O)NCC(C)C)cc2)C1 (configuration not stated)
 : -5.0	0.2%	-11.1%	19.7%[57.1 µM]	7.2%[57.1 µM]	-2.5	0.0	-0.9	-3.3
> Cc1cccc(/C=N/NC(=O)c2cc(C)nc3ccccc23)n1
 : 2.4	-2.2%	-22.4%	28.3%	6.8%	5.8	0.1	0.3	1.1
> O=C(Nc1cc(S(=O)(=O)N2CCCCC2)ccc1Cl)c1ccccc1NS(=O)(=O)c1ccc(F)cc1
 : -1.6	-17.6%	-17.1%	-14.9%	4.9%	6.9	17.0	2.7	0.0
> COC(=O)Nc1nc2ccc(Sc3ccccc3)cc2[nH]1
 : 3.7	-6.5%	-11.2%	10.2%	0.7%	-11.4	-0.8	0.1	5.4&-0.6
> CCn1c(SCC(=O)Nc2ccc3[nH]c(=O)[nH]c3c2)nc2ccccc21
 : -0.4	1.6%	-7.0%	-17.6%	-18.1%	-33.9	-0.3	-0.2	-4.1
> Cc1cc(NS(=O)(=O)c2ccc(NC(=S)NC(=O)c3ccc(C(C)(C)C)cc3)cc2)no1
 : 1.0	0.2%	-29.2%	44.7µM*	2.9%[0.457 µM]	4.4	-4.9	0.4	-7.7
> c1ccc(-c2cnn3c(-c4ccccc4)c(-c4ccccc4)nc3n2)cc1
 : 23.0	-1.3%	1.41µM*	-14.2%	-9.0%	39.1*	137.2*	173.5*	6.1
> Cc1ccc(/C(O)=C2/C(=O)C(=O)N(CCN3CCOCC3)C2c2ccccn2)cc1 (configuration not stated)
 : 0.7	7.2%	-16.1%	?	-1.7%	-4.5	-0.5	-0.1	-4.2
> Cc1csc(NC(=O)CSc2nc3[nH]c(=O)cc(O)c3s2)n1
 : .	0.9%	-10.9%	-15.4%	15.2%	.	.	.	-10.2
> COc1ccc(C(C(=O)NCC2CCCO2)N(Cc2cccs2)C(=O)c2snc(C(N)=O)c2N)cc1 (configuration not stated)
 : -11.0	9.2%	-32.3%	-0.1%	9.8%	-6.1	1.0	0.1	3.6
> c1ccc(OCCCCn2cnc3ccccc32)cc1
 : 2.1	5.5%	-3.3%	-1.2%[57.1 µM]	7.3%[57.1 µM]	1.1	0.6	0.3	-8.4
> COc1ccccc1NC(=O)C(=O)c1cn(CC(=O)N2CCOCC2)c2ccccc12
 : 1.6	7.7%	-3.1%	-18.3%	-8.9%	-12.6	-0.1	-0.1	-6.5
> CNC(=O)c1ccc(NC(=O)Nc2ccccc2)cc1
 : 1.6	1.5%	-20.5%	16.3%	2.6%	-29.7	-0.2	0.0	-4.0
> CCOC(=O)CN(C(=O)CNC(=O)c1cccs1)C(C(=O)NC1CCCC1)c1cccnc1 (configuration not stated)
 : 6.3	10.7%	-19.4%	-0.6%	-1.3%	-9.0	-0.5	1.0	6.8
> Cc1nnc(SCc2c(Cl)cccc2Cl)n(N)c1=O
 : -3.0	2.0%	-17.8%	-9.4%	-11.3%	18.2	-0.7	-0.7	-5.9
> Cc1nnsc1C(=O)Nc1ccc(S(=O)(=O)N2CCCCC2C)cc1 (configuration not stated)
 : 0.3	-4.1%	-11.4%	17.4%	5.7%	6.1	0.0	0.4	4.7
> CC(C)NC(=O)C(C)Oc1ccc(S(=O)(=O)NCc2ccc3c(c2)OCO3)cc1 (configuration not stated)
 : -6.5	-1.7%	-21.5%	12.8%	1.3%	-2.0	0.6	-0.4	-2.9
> Cc1cccc(N(CC(=O)NCc2ccco2)C(=O)CNS(=O)(=O)c2ccc(F)cc2)c1
 : -1.1	1.2%	-19.8%	6.7%[57.1 µM]	-0.3%[57.1 µM]	15.2	-0.4	-1.0	-1.1
> COCCCn1c(=O)c2ccccc2n(CC(=O)NC2CCCC2)c1=O
 : 1.6	2.9%	-9.2%	11.8%	8.8%	0.4	-0.8	0.1	-18.1
> COc1cccc(N2CCN(C(=O)c3cccc(NC4=NC5CS(=O)(=O)CC5S4)c3)CC2)c1 (configuration not stated)
 : 0.2	-8.8%	?	7.5%[57.1 µM]	5.2%[57.1 µM]	5.7	-0.1	-0.1	1.8
> c1ccc(C[n+]2csc3ccccc32)cc1
 : 5.0	7.5%	0.7%	42.8%[activator]	3.1%	0.4	0.0	0.6	-7.5
> Cc1cc2ncc(-c3ncc(C(F)(F)F)cc3Cl)cn2n1
 : 3.6	3.8%	6.9%	362.6%[activator]	386.8%[activator]	2.2	0.3	0.1	-11.0
> CCOC(=O)c1[nH]c(C=O)c(C(=O)OCC)c1C
 : 12.2	0.7%	-21.0%	10.0%[57.1 µM]	5.0%[57.1 µM]	14.0	0.5	0.6	-4.6
> COc1ccc(C(=O)NCc2ccc(S(N)(=O)=O)cc2)cc1[N+](=O)[O-]
 : 0.6	10.1%	-24.1%	-0.1%[11.4 µM]	5.4%[11.4 µM]	.	.	-0.1	2.7

Other records
Below each compound: TRHR enhancer	mIDH1 inhibitor	USP1-UAF1 inh	rTrxR1 inhibitor	TrxR1 substrate	D2 antagonist	D2 ag	TRHR agonist	PI4K2A inh
> O=C(NCc1ccccn1)c1cccs1
 : -0.9	12.4%	-3.9%	11.5%	-1.1%	6.7	0.4	-0.4	-0.7
> CCCS(=O)(=O)c1c(S(=O)(=O)CCC)c2cc(C(C)(C)C)ccn2c1C(=O)c1ccc(C)cc1
 : -1.6	-1.4%	-10.3%	-6.8%	-3.9%	.	1.6	2.5	3.5
> NNC(=O)CN1CCCc2ccccc21
 : 11.8	21.0%	-1.5%	19.4%[57.1 µM]	3.6%	-23.7	6.0	0.7	0.3
> COc1cccc(CN(CC(=O)NCc2ccc(F)cc2)C(=O)c2ccco2)c1
 : -3.1	-3.8%	-12.5%	6.6%[57.1 µM]	10.8%[0.0914 µM]	0.0	0.6	0.8	3.8
> COc1cccc(NC(=O)Cn2c(=O)n(Cc3ccccc3)c(=O)c3ccccc32)c1
 : -1.8	12.2%	-12.5%	15.2%	4.0%[2.29 µM]	.	0.7	1.1	-0.5
> Cc1cccc(OC(C)C(=O)N2CCC(c3nc4ccccc4o3)CC2)c1C (configuration not stated)
 : 7.0	-12.8%	-21.7%	25.6%	-2.4%	.	1.0	0.8	1.8
> COc1cc(C(=O)N[C@H](C(=O)Nc2nnc(C3CC3)s2)C(C)C)cc(OC)c1OC
 : -6.0	3.1%	-21.4%	32.5%	8.3%	10.9	0.0	-1.1	-4.9
> CCc1nnc(NC(=O)CCC(=O)NC2CCCCC2)s1
 : 2.2	8.3%	-22.0%	4.1%[57.1 µM]	-9.6%[57.1 µM]	3.0	0.2	-1.3	-2.2
> CC(C)(C)NC(=O)CSc1ccc(S(=O)(=O)N2CCOCC2)cn1
 : 5.0	-0.2%	-6.0%	-8.8%	-6.2%	0.7	-0.3	0.2	1.6
> COc1ccc(OCC(O)CN2CCN(c3ccccc3)CC2)cc1 (configuration not stated)
 : 0.8	-12.4%	-8.2%	17.3%	-1.3%	-3.7	88.5*	-1.3	-3.3
> COc1ccccc1N(O)C1CC(=O)N(c2ccc(F)cc2)C1=O (configuration not stated)
 : -7.5	16.8%	-8.0%	0.891µM*	0.3%	15.3	-0.6	0.5	?
> O=C(Nc1ccc(Cl)cc1)N1CCc2ccccc2C1
 : 15.4	16.4%	-17.3%	10.8%[11.4 µM]	4.0%[11.4 µM]	-11.8	-0.7	-0.5	-26.4
> CCCCN(CCCC)C(=S)NC(=O)c1ccccc1Cl
 : -5.3	1.6%	-4.0%	-11.9%	0.6%	8.9	-1.1	-0.4	6.0
> CC1CCN(S(=O)(=O)c2cccc(C(=O)O)c2)CC1
 : -4.5	4.0%	-12.3%	24.3%	10.3%	2.6	0.0	0.1	-1.6
> CCS(=O)(=O)Nc1cccc(-c2cc(-c3ccccc3)c3cc(C)ccc3n2)c1
 : 5.5	-11.4%	-7.9%	-2.4%	-0.5%	30.3*	-1.7	0.1	0.2
> N#Cc1ccc(-c2ccccc2)nc1Sc1ccc(F)cc1
 : 4.1	2.7%	-11.5%	9.3%[57.1 µM]	8.2%[57.1 µM]	-14.5	-0.4	0.6	-4.8

3 compounds out of the list above, ordered by their value in rTrxR1 inhibitor, low to high.
canonical_smiles	TRHR enhancer	mIDH1 inhibitor	USP1-UAF1 inh	rTrxR1 inhibitor	TrxR1 substrate	D2 antagonist	TRHR agonist	PI4K2A inh
CCCS(=O)(=O)c1c(S(=O)(=O)CCC)c2cc(C(C)(C)C)ccn2c1C(=O)c1ccc(C)cc1	-1.6	-1.4%	-10.3%	-6.8%	-3.9%	.	2.5	3.5
COc1cccc(NC(=O)Cn2c(=O)n(Cc3ccccc3)c(=O)c3ccccc32)c1	-1.8	12.2%	-12.5%	15.2%	4.0%[2.29 µM]	.	1.1	-0.5
COc1ccc(OCC(O)CN2CCN(c3ccccc3)CC2)cc1 (configuration not stated)	0.8	-12.4%	-8.2%	17.3%	-1.3%	-3.7	-1.3	-3.3
